Compound activity (PubChem)
PI4K2A block – qHTS for small molecular inhibitors of PI4K2A. Phosphatidylinositol 4-kinase type 2-alpha (Homo sapiens), Q9BTU6. purified PI4K2A, ADP-Glo luminescence, 1 h; stronger effect = lower value. activity change, negative = inhibition, % at 76.9 µM. 420,000 compounds, 0.13% hits. AID 1346378, 2018; in the data active means activity change below about -50%; inconclusive means mostly about -30% to -49%;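 further: -100% = wells without enzyme as full effect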
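PI4K2A activity was measured by ADP-Glo luminescence: enzyme (4 ug/mL stock) and phosphatidylinositol (1.2 mM stock) in Tris pH 7.5/MgCl2/EGTA/Triton X-100 buffer were reacted with ATP (300 microM stock) for one hour at ambient temperature.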
D2 antag – HTS Assay for Allosteric Antagonists of the Human D2 Dopamine Receptor: Primary Screen for Antagonists; D(2) dopamine receptor (Homo sapiens), P14416; HEK293 TREx D2 cells, calcium flux, dopamine EC80; inhibition, % at 10 µM; 340,000 compounds, 2% hits; AID 485344, 2010; in the data active means inhibition above about 30%; further: 0% is about no effect
Target sequence (P14416 whole entry, looked up): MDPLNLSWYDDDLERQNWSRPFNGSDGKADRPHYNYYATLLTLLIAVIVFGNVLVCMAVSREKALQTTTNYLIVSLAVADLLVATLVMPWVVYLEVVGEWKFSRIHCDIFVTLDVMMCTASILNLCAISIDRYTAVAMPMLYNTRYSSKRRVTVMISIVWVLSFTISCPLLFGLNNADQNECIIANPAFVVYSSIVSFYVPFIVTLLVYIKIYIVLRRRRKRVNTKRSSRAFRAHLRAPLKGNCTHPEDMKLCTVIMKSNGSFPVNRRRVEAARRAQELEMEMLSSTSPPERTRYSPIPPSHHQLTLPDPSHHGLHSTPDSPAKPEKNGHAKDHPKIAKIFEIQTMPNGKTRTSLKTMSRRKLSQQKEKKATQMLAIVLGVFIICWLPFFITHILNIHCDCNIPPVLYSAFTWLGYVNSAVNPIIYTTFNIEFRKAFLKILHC
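In this primary screen, negative modulation is detected by tracking calcium flux after an EC80 dopamine challenge in inducible HEK293 T-REx D2 cells preexposed to test compound for 180 s.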
TrxR1 inh – qHTS Assay for Inhibitors of Mammalian Selenoprotein Thioredoxin Reductase 1 (TrxR1): qHTS; recombinant rTrxR1, NADPH fluorescence consumption, selenite substrate; Potency, µM (doses to about 114 µM), for the others: at the highest dose activity change, negative = inhibition, usual class: inhibitors; 390,000 compounds, 1% hits; AID 588453, 2011; further: potency means the concentration at half of the fitted maximal effect; on the % scale 0 is the no-effect control and ±100 the full control effect; nearly all actives have a fitted effect of over 65% in size
Target sequence (O89049 whole entry, looked up): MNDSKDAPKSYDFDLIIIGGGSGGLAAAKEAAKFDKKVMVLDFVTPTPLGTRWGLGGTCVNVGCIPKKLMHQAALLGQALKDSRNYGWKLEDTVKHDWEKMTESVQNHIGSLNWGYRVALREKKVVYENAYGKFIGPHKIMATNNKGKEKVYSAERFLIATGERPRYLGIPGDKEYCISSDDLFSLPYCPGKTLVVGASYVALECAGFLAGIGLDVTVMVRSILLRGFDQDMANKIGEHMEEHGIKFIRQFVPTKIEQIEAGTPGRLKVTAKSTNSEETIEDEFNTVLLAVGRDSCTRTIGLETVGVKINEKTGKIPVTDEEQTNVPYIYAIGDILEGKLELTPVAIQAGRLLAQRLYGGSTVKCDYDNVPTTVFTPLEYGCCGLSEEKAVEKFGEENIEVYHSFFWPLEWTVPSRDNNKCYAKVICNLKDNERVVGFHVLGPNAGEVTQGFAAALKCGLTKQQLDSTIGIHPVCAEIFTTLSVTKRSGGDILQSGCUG
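Rat TrxR1 (90 nM in the dispensed reagent) was pre-reduced with 400 uM NADPH for 5 min at room temperature, then incubated with compound for 15 min. After 400 uM selenite was added, NADPH fluorescence (Ex 340/Em 450 nm) was followed for 8 min.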
D2 agonist – HTS Assay for Allosteric Agonists of the Human D2 Dopamine Receptor: Primary Screen for Agonists; D(2) dopamine receptor (Homo sapiens), P14416; HEK293 T-REx D2 cells, calcium flux agonist mode; activation, % at 2 µM; 340,000 compounds, 0.53% hits; AID 485358, 2010;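 active means activation over 3 SD above normal in the single-dose calcium agonist read, cut at about 30% in these data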; further: 0% is about no effect
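Calcium-flux readout, 1 cycle/sec over 180 s following compound pin transfer, in inducible HEK293 Trex D2 cells (force-coupled); dopamine controls included. Positive calcium responses during this window marked compounds as potential agonists.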
USP1-UAF1 inh – Inhibitors of USP1/UAF1: Primary Screen | recombinant USP1/UAF1, Ub-Rhodamine cleavage fluorescence | Potency, µM (top dose mostly 57.1 µM), inactives show top-dose activity change, negative = inhibition, most hits filed as inhibitors | 390,000 compounds, 0.23% hits; further: potency means the concentration at half of the fitted maximal effect; on the % scale 0 is the no-effect control and ±100 the full control effect; nearly all actives have a fitted effect of over 60% in size; inactives centre near -12
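High-throughput fluorogenic screen: 1nM USP1/UAF1 complex, Ub-Rho substrate 150nM final, 50mM HEPES pH 7.8 with 0.5mM EDTA, 0.1 mg/ml BSA, 1mM TCEP and 0.01% Tween-20.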
TRHR PAM – qHTS for Small Molecule Agonists and Allosteric Enhancers of Human TRH Receptor: Primary Screen for Enhancers; Thyrotropin-releasing hormone receptor (Homo sapiens), P34981; TRHR cells, fluo-8 calcium fluorescence, EC20 TRH enhancement; enhancement, % at 2 µM; 360,000 compounds, 0.66% hits; in the data active means enhancement above about 30%; further: 0% is about no effect
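Enhancer read-out: after compound pinning and an initial kinetic agonist-mode read, an EC20 of TRH (10 nM final) was injected and fluo-8 calcium signal (Ex 480/Em 530) followed at 1 s/cycle for 100 cycles in TRHR-expressing cells.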
mIDH1 inhibitor – qHTS for Inhibitors of mutant isocitrate dehydrogenase 1 (IDH1): qHTS; Isocitrate dehydrogenase [NADP] cytoplasmic (Homo sapiens), O75874; IDH1-R132H enzyme, NADPH consumption, diaphorase/resazurin fluorescence; AID 602179, 2012; Potency, µM (doses to about 76.6 µM), for inactives: at the highest dose activity change, negative = inhibition, hits mostly inhibitors; 390,000 compounds, 0.093% hits; further: potency means the concentration at half of the fitted maximal effect; on the % scale 0 is the no-effect control and ±100 the full control effect; nearly all actives have a fitted effect of over 65% in size
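IDH1-R132H (0.5 ug/mL) preincubated 30 min with compound, then NADPH (0.016 mM) and alpha-KG (2 mM) added; 80 min at RT, pH 7.5. Remaining NADPH coupled via diaphorase/resazurin to fluorescence (540/590 nm); concentration-response curves normalized to no-enzyme control.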
TRHR ag – qHTS for Small Molecule Agonists and Allosteric Enhancers of Human TRH Receptor: Primary Screen for Agonists; activation, % at 2 µM; Thyrotropin-releasing hormone receptor (Homo sapiens), P34981; AID 493084, 2011; 360,000 compounds, 0.18% hits; TRHR cells, calcium flux fluo-8, FDSS agonist mode; in the data active means activation above about 30%; further: 0% is about no effect
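Read-out: compound-evoked intracellular calcium rise in TRHR cells, fluo-8 dye, kinetic FDSS fluorescence at 1 s/cycle following a 10-cycle baseline. Cells cultured overnight before dye loading (30 min–1.5 h, RT).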
TrxR1 substrate – qHTS Assay for Substrates of Mammalian Selenoprotein Thioredoxin Reductase 1 (TrxR1): qHTS; Thioredoxin reductase 1, cytoplasmic (Rattus norvegicus), O89049; 390,000 compounds, 0.01% hits; purified TrxR1 substrate turnover, NADPH consumption readout; Potency, µM (titrated, usually from 114 µM), without a hit: top-dose activity change, negative = substrate turnover; further: potency means the concentration at half of the fitted maximal effect; on the % scale 0 is the no-effect control and ±100 the full control effect; nearly all actives have a fitted effect of over 50% in size
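Rat TrxR1, dispensed at 90 nM, was prereduced with 400 uM NADPH (final) for 5 min at ~22 deg C, then incubated with compound 15 min before 400 uM selenite. A first-read NADPH fluorescence drop versus no-compound background flagged substrates.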
An asterisk follows results filed as active; ? = inconclusive; nt = no result given; & = joins results of further samples; [ ] = remark or other dose. Unless noted, the call rests on the fitted dose curve; in most records, active means well fitted inhibition curve with a large enough effect; inconclusive means small, poorly fitted or top-dose-only effect; inactive means no such curve, though single readings can be large or run the other way. Not all compounds are listed, so the mix of outcomes need not match the whole.

no.	Molecule	PI4K2A block	D2 antag	TrxR1 inh	D2 agonist	USP1-UAF1 inh	TRHR PAM	mIDH1 inhibitor	TRHR ag	TrxR1 substrate
1	CCN(CC)c1ccc(N=Cc2c(O)n(-c3ccc(OC)cc3)c(=O)[nH]c2=O)cc1	-3	-1	14%	3.1	nt	5	10%	10	6%
2	O=C1NC(=O)C(Cc2ccccc2)(Cc2ccccc2)C(=O)N1Cc1ccccc1	1	nt	22%[11.4 µM]	nt	-17%	nt	12%	nt	9%[11.4 µM]
3	CC(C)c1ccc(C2N3CCCN23)cc1 (stereo unspecified)	0	-14	12%	4.0	-13%	10	2%	0.2	7%
4	Cn1cc(C(=O)OCC(=O)NC2(C#N)CCCC2)c2ccccc21	1	-22	9%	1.9	-27%	-4	-2%	-0.1	-2%
5	Cc1cccc(-n2c(C)nc3cc(C(=O)N4CCC5(CC4)OCCO5)ccc32)c1	1	-4	9%[57.1 µM]	-1.0	2%	-2	4%	0.3	3%[57.1 µM]
6	O=c1[nH]c(=O)n(Cc2ccco2)c(O)c1C=NCc1ccco1	-3	-4	?	-3.0	-9%	9	-7%	-0.2	9%
7	O=C(O)c1c[nH]c2ccc(S(=O)(=O)N(CCCl)CCCl)cc12	1	-6	18%	0.4	-16%	1	3%	0.7	7%
8	Cc1ccc2c(c1)N(C(=O)CCC(=O)N1CCC3(CC1)OCCO3)CC(C)O2 (stereo unspecified)	-4	14	21%	0.1	-8%	-7	4%	-0.1	1%
9	CN1C(=O)C(C2CCCCC2)C(=O)N(C)C1=O	2	nt	7%[11.4 µM]	nt	-20%	nt	5%	nt	8%[11.4 µM]
10	Cc1ccccc1C1=NCC(=O)N(CC(=O)NCc2ccco2)c2sc3c(c21)CCCC3	4	-18	?	-0.3	-3%	-1	1%	-1.0	4%
11	CCN(CC)P(=O)(NC(=O)C(Cl)(Cl)Cl)N(CC)CC.[Cl-].[Cl-].[Cl-].[Nd+3]	15&1	-7	-4%[11.4 µM]	4.1	-23%&-5%	-1	2%&0%	2.0	5%[57.1 µM]
12	CC1(C)COC(Nc2cccc(Cl)c2)=N1	3	-11	-9%	0.1	-5%	-4	12%	-0.2	-12%
13	CC12CCCCC1=NC(c1ccc(Br)cc1)N2O (stereo unspecified)	-7	21	4%	1.3	-11%	-5	9%	0.1	2%
14	O=C1NC(=O)C(=Cc2ccc(Sc3ccccc3)o2)C(=O)N1	-23	nt	?	nt	-17%	-6	1%	-0.2	2%[57.1 µM]
15	CCSc1nnc(C(N)Cc2ccccc2)o1 (stereo unspecified)	0	2	7%	-0.2	-1%	-3	0%	-0.6	-2%
16	CCCCN1CCC(C#N)(Nc2ccccc2)CC1	-2	8	8%	0.2	-18%	3	-5%	-0.1	5%
17	Cc1ccc(NC(=S)NC2CC3CCC(C2)N3Cc2ccco2)cc1C (stereo unspecified)	-4	25	?	0.3	-10%	3	0%	-0.7	12%
18	N#CCCn1cc(C(=O)O)c(-c2cccc([N+](=O)[O-])c2)n1	6	5	30%[57.1 µM]	-0.6	-14%	-5	-5%	0.5	7%[57.1 µM]
19	COC(=O)C1C(C(=O)O)C2(Cl)C(Cl)=C(Cl)C1(Cl)C2(Cl)Cl (stereo unspecified)	-7	nt	-13%	nt	?	nt	-4%	nt	-5%
20	CCOC(=O)C1=C(N)OC2=C(C(=O)CCC2)C12C(=O)N(CC(N)=O)c1ccccc12 (stereo unspecified)	1	10	16%[57.1 µM]	0.4	-17%	-6	3%	0.2	-11%
21	Cc1cc(C)c2c(c1)NP(=S)(c1ccccc1)N2 (stereo unspecified)	-5	nt	11%[57.1 µM]	nt	-14%	nt	4%	nt	-7%
22	Cc1nc(Cl)sc1C(=O)Nc1ccc2ccccc2c1	4	-14	13%[57.1 µM]	1.4	-13%	-1	7%	0.5	-20%[57.1 µM]
23	CCOC(=O)C1(c2ccccc2)CCN(CCC(=O)Nc2ccc(F)cc2)CC1	-1	-1	-10%	0.3	-20%	2	9%	0.4	-4%
24	CN1CCN(c2cc(N3CCCC3)c([N+](=O)[O-])cc2F)CC1	3	0	-8%	0.8	-15%	10	10%	-0.5	-4%
25	CC1CCN(C(=O)COC(=O)c2cn(C)c3ccccc23)CC1	0	3	22%	0.4	-11%	0	-4%	0.3	3%

4 entries from above, field by field.
(8) Cc1ccc2c(c1)N(C(=O)CCC(=O)N1CCC3(CC1)OCCO3)CC(C)O2 (stereo unspecified)
  PI4K2A block = -4
  D2 antag = 14
  TrxR1 inh = 21%
  D2 agonist = 0.1
  USP1-UAF1 inh = -8%
  TRHR PAM = -7
  mIDH1 inhibitor = 4%
  TRHR ag = -0.1
  TrxR1 substrate = 1%
(7) O=C(O)c1c[nH]c2ccc(S(=O)(=O)N(CCCl)CCCl)cc12
  PI4K2A block = 1
  D2 antag = -6
  TrxR1 inh = 18%
  D2 agonist = 0.4
  USP1-UAF1 inh = -16%
  TRHR PAM = 1
  mIDH1 inhibitor = 3%
  TRHR ag = 0.7
  TrxR1 substrate = 7%
(21) Cc1cc(C)c2c(c1)NP(=S)(c1ccccc1)N2 (stereo unspecified)
  PI4K2A block = -5
  D2 antag = nt
  TrxR1 inh = 11%[57.1 µM]
  D2 agonist = nt
  USP1-UAF1 inh = -14%
  TRHR PAM = nt
  mIDH1 inhibitor = 4%
  TRHR ag = nt
  TrxR1 substrate = -7%
(16) CCCCN1CCC(C#N)(Nc2ccccc2)CC1
  PI4K2A block = -2
  D2 antag = 8
  TrxR1 inh = 8%
  D2 agonist = 0.2
  USP1-UAF1 inh = -18%
  TRHR PAM = 3
  mIDH1 inhibitor = -5%
  TRHR ag = -0.1
  TrxR1 substrate = 5%

Following part
Results follow in this order: PI4K2A block	D2 antag	TrxR1 inh	D2 agonist	USP1-UAF1 inh	TRHR PAM	mIDH1 inhibitor	TRHR ag	TrxR1 substrate
26	Cc1ncc(CN2CCCC(C(=O)c3sccc3C)C2)s1 (stereo unspecified)
    8	-10	-7%[11.4 µM]	-0.9	-13%	1	2%	-1.2	1%[11.4 µM]
27	CC/C(=N\Nc1ccccc1)c1c(O)n(-c2ccc(OC)cc2)c(=O)[nH]c1=O
    -1	0	7%[57.1 µM]	-0.3	8%	0	-1%	-0.7	11%[57.1 µM]
28	CCN(CC)CCN=Cc1c(O)n(Cc2ccco2)c(=O)[nH]c1=O
    -2	-3	2%[57.1 µM]	2.1	-3%	1	-10%	1.1	-3%[57.1 µM]
29	Cc1ccc(-n2c(C)cc(/C=C3\C(=O)NC(=O)N(C)C3=O)c2C)cc1C
    -10	-2	-1%	-0.2	-26%	-6	-5%	-0.2	8%
30	O=C(Nc1ccccc1Cl)OC1CN2CCC1CC2 (stereo unspecified)
    1	21	32%[57.1 µM]	1.4	-9%	-3	8%	3.8	-14%[57.1 µM]
31	COc1ccc(Oc2c(C)oc3cc(OC(=O)N(C)C)ccc3c2=O)cc1
    -1	-3	27%	0.0	-17%	7	8%	0.2	2%
32	Nc1ccc(C(=O)N/N=C2/CN3CCC2CC3)cc1
    -2	-16	-14%	-0.1	-15%	6	5%	0.4	0%
33	COc1ccccc1CC(=O)N1CCN(CCc2ccccc2)CC1
    3	-5	14%	-0.1	-7%	7	0%	0.1	0%
34	COc1ccccc1CN1CCN(C(=O)COc2ccccc2)CC1
    -2	33*	1%	-1.3	-3%	-10	4%	0.3	-2%
35	CCCOc1ccc(C2SCC(=O)Nc3c2c(C)nn3-c2cccc(C)c2)cc1OC (stereo unspecified)
    -5	nt	7%	-1.5	-6%	-7	nt	-0.6	0%
36	CCN(CC)P(c1n(C)cc[n+]1C)N(CC)CC
    -3	-5	7%[57.1 µM]	0.2	-12%	9	-5%	0.8	7%[0.0914 µM]
37	Cc1nc2cc(C(F)(F)F)ccc2n1C1CCN(Cc2nnnn2CCc2ccccc2)CC1
    -16	10	-4%	-0.7	-18%	1	-24%	0.7	-4%
38	COc1ccc(CC[n+]2cc(/N=C(\C)[O-])on2)cc1OC
    -3	-4	8%	0.2	-8%	-5	1%	0.1	-10%
39	OC(c1ccncc1)(c1ccc(F)cc1)c1ccc(F)cc1
    -2	2	-8%	0.6	3%	0	0%	-0.2	-8%
40	COc1ccc(C2SCC(=O)Nc3c2c(C)nn3-c2ccccc2)cc1OC (stereo unspecified)
    4	9	-17%	-0.1	-15%	1	3%	-0.5	-10%
41	O=P(N[C@@H](c1ccccc1)[C@@H]1C[C@H]1CO)(c1ccccc1)c1ccccc1
    -1	16	19%[57.1 µM]	-0.2	8%	2	-8%	0.3	10%[57.1 µM]
42	CC[N+](CC)(CC)CCCCCCCCCC[N+](CC)(CC)CC
    -2	-8	3%	0.7	-13%	11	-1%	1.1	-8%
43	CNC(=O)Oc1ccccc1OC(C)C
    1	nt	18%	nt	-5%	nt	-11%	nt	2%
